D1 antagonist = blocks dopamine activation of the human D1 receptor; P21728; activity change, negative = inhibition, % at 10 µM; 360,000 tested, 3.2% active; HEK293 TREx D1 cells, calcium flux, dopamine EC80; stronger effect = lower value; AID 504652; in the data active = activity change below about -30%; note: % is set by controls: 0 for no effect and ±100 for the full control effect
Target sequence (P21728 whole entry, looked up): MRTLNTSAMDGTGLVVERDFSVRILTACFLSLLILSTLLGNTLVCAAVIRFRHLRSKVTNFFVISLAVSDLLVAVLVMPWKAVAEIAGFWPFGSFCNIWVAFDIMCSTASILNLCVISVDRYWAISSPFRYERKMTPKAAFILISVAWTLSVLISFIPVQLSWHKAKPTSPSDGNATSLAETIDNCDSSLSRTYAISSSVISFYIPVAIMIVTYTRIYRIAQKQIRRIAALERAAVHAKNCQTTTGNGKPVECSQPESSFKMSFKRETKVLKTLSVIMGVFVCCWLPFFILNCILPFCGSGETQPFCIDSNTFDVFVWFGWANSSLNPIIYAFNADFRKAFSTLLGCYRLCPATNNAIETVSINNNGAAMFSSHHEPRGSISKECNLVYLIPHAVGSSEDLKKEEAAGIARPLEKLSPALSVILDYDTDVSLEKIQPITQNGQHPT
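Tetracycline-induced HEK293 Trex D1 cells, force-coupled to calcium, dye-loaded; compounds added and read 180 s, then EC80 dopamine added and calcium flux tracked kinetically another 180 s.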
Vif-A3G inh = blocks the Vif interaction with human APOBEC3G; Q9HC16; HeLa A3G-eYFP + Vif (tagged APOBEC3G with the HIV-1 protein that degrades it), YFP fluorescence, overnight; Potency, µM (series often up to 46.1 µM), inactives show top-dose activity, negative = active, actives largely listed as inhibitors; 410,000 tested, 0.076% active; AID 602310;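 note: potency is the fitted concentration of half-maximal effect; % is set by controls: 0 for no effect and ±100 for the full control effect; nearly all actives have a fitted effect of over 60% in size; hits raise eYFP signal because A3G escapes Vif-driven loss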
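Read-out is eYFP fluorescence (Ex 488/Em 500-530) from Vif-expressing HeLa A3G-eYFP cells; more signal means A3G escaped Vif-mediated degradation. Cells plated overnight, compound pinned in, incubated overnight at 37 deg C.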
D2 potentiator = positive allosteric modulators of human D2 dopamine receptor. AID 485347. 340,000 tested, 0.34% active. P14416. HEK293 T-REx D2, calcium flux, EC20 dopamine potentiation. potentiation, % at 10 µM;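 active = potentiation over 3 SD above the plate norm, cut at about 30% in these data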; note: 0% is about no effect
Target sequence (P14416 whole entry, looked up): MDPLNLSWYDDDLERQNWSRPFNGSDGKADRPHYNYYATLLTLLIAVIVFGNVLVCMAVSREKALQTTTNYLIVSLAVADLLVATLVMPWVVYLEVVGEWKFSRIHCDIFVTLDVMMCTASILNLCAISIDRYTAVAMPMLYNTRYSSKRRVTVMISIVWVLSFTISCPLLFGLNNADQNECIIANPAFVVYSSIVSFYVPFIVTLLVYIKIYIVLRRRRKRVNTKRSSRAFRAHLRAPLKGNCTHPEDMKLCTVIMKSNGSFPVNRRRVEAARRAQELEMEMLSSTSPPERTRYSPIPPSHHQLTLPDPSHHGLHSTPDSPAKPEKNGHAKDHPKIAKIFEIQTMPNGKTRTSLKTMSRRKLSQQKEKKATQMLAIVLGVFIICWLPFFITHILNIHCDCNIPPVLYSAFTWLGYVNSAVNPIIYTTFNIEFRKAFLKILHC
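Potentiation of an EC20 dopamine calcium response is measured in a force-coupled, tetracycline-inducible Hek293 Trex D2 line. Compound-only kinetic reads over 180 s flag agonists before dopamine addition.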
D1 agonist = human D1 receptor agonism. P21728. HEK293 T-REx D1 cells, calcium flux, agonist mode. activation, % at 2 µM. 360,000 tested, 1% active. AID 504660; in the data active = activation above about 30%; note: 0% is about no effect
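Inducible HEK293 T-REx D1 cells, force-coupled to calcium signalling, were plated at 4000 cells/well with tetracycline and held overnight at 30 C. After no-wash calcium dye loading, compound-evoked calcium rise over 180 s flagged agonists.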
Glioma ERSR ind = inducers of ER stress response in human glioma cells. Potency, µM, for inactives: at the highest dose activation, hits mostly activators. 420,000 tested, 0.02% active. U87-MG GRP78 promoter luciferase reporter, 16 h. AID 602332; note: potency is the fitted concentration of half-maximal effect; series mostly up to about 76 µM; % of control where 0% means no effect; nearly all actives have a fitted effect of over 35% in size
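ERSR induction read as luciferase luminescence (Bright-Glo, 10 min at room temperature) in stably transfected human U87-MG glioma cells exposed to compounds for 16 h, using GRP78 as sensor.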
LDHA inh = blocks human lactate dehydrogenase A | activity change, % (values are at about 110 or 230 µM) | 480,000 tested, 0.15% active | purified LDHA, NADH/diaphorase-resazurin fluorescence; stronger effect = lower value; in the data active = activity change below about -30%; inconclusive = mostly about -25% to -30%;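 note: plate controls were DMSO wells for no effect and wells without enzyme for full effect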
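Resorufin fluorescence (ex540/em590), read at 0 and 20 min after diaphorase/resazurin addition, reports the NADH left after a 5 min room-temperature reaction of 2 nM human LDH5 with 0.06 mM NADH and 0.2 mM pyruvate.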
D1 potentiator = enhances dopamine response at the human D1 receptor. HEK293 TREx D1 cells, calcium flux, dopamine EC20 potentiation. potentiation, % at 10 µM. 360,000 tested, 0.036% active; in the data active = potentiation above about 30%; note: 0% is about no effect
Vif-APOBEC3F blk = Vif-A3F binding inhibition; HeLa A3F-eYFP + Vif (tagged APOBEC3F with the HIV-1 protein that degrades it), YFP fluorescence increase; Potency, µM (series often up to 46.1 µM), without a hit: top-dose activity, negative = active; 390,000 tested, 0.2% active; AID 602313; note: potency is the fitted concentration of half-maximal effect; % of control where 0% means no effect; nearly all actives have a fitted effect of over 65% in size
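Fluorescence increase (Ex 488/Em 500-530) after overnight compound treatment at 37 deg C flags inhibition of Vif-driven A3F-eYFP loss in stable HeLa A3F-eYFP/Vif cells seeded overnight beforehand.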
RXFP1 ag = activates the human relaxin receptor RXFP1 | Q9HBX9 | 370,000 tested, 0.3% active | HEK293T-RXFP1 cAMP TR-FRET, 30 min; response scale: percent of porcine relaxin response, buffer zero | Potency, µM (top dose mostly 57.5 µM), without a hit: at the top dose activation, actives largely listed as activators | AID 2676; note: potency is the fitted concentration of half-maximal effect; % is set by controls: 0 for no effect and ±100 for the full control effect; nearly all actives have a fitted effect of over 60% in size; many of its hits are not listed in these tables
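cAMP rise read by TR-FRET after 30 min, 37C compound exposure (up to 58 uM) in RXFP1-transfected HEK293 cells with Ro 20174 present. EC50 from Hill-equation fits, with 29 nM porcine relaxin as 100% and buffer as basal.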
Active calls of the source: *. Unless noted, calls come from the whole dose curve; as a rule, active = well fitted curve in the direction sought with a large enough effect; inconclusive = small, poorly fitted or top-dose-only effect, or another doubt; inactive = no such curve, though single readings can be large; an effect the other way counts as inactive or inconclusive. A portion of the library; rates above refer to the full screens.

`COc1ccc(S(=O)(=O)NCc2ccc(C(=O)N3CCc4ccccc4C3)cc2)cc1` gave D1 antagonist 13, Vif-A3G inh -1%, D2 potentiator 5, D1 agonist 12, Glioma ERSR ind -2%, LDHA inh -4, D1 potentiator -4, Vif-APOBEC3F blk 0% and RXFP1 ag 0.5%.
Screening COCCCN1C(=O)C(CC(=O)NC2CCCCC2)CC(C(=O)N2CCOCC2)=C1C (stereo not drawn) returned Vif-A3G inh 1%, Glioma ERSR ind -1%, LDHA inh -5 and Vif-APOBEC3F blk -4%.
O=C1c2ccccc2C(=O)N1CCCCSc1nnc2ccccn12 was read as D1 antagonist -5, Vif-A3G inh 0%, D2 potentiator -12, D1 agonist 1, Glioma ERSR ind 3%, LDHA inh -3, D1 potentiator 4, Vif-APOBEC3F blk 3% and RXFP1 ag 6.0%.
Cc1ccccc1NCc1cccn1-c1nnc(N2CCC(C)CC2)s1 was read as D1 antagonist -23, Vif-A3G inh -1%, D2 potentiator -12, D1 agonist 0, Glioma ERSR ind -1%, LDHA inh 3, D1 potentiator -1, Vif-APOBEC3F blk 7% and RXFP1 ag -0.1%.
`CCOC(=O)c1ccc(NC(=S)N2CCN(Cc3ccccc3)CC2)cc1` gave D1 antagonist -9, Vif-A3G inh -1%, D2 potentiator 0, D1 agonist 2, Glioma ERSR ind -3%, LDHA inh -3, D1 potentiator -2, Vif-APOBEC3F blk 0% and RXFP1 ag 2.2%.
For CCc1ccc(CN(Cc2ccco2)C(=O)COc2ccccc2Cl)cc1 the results were D1 antagonist 0, Vif-A3G inh -1%, D2 potentiator -5, D1 agonist 20, Glioma ERSR ind -6%, LDHA inh 2, D1 potentiator -2, Vif-APOBEC3F blk 2% and RXFP1 ag -3.1%.
For COc1ccc(S(=O)(=O)N(CC(=O)Nc2ccc(OC)cc2OC)c2ccc(Cl)cc2)cc1 the results were D1 antagonist 8, Vif-A3G inh 3%, D2 potentiator -14, D1 agonist 3, Glioma ERSR ind 0%, LDHA inh 1, D1 potentiator -4, Vif-APOBEC3F blk 5% and RXFP1 ag 4.2%.
Cc1ccc(C)c(N(CC(=O)NC(C)(C)C)C(=O)CCC(=O)Nc2nccs2)c1 was read as D1 antagonist -2, Vif-A3G inh 1%, D2 potentiator 4, D1 agonist 6, Glioma ERSR ind inconclusive, LDHA inh -6, D1 potentiator 3, Vif-APOBEC3F blk -2% and RXFP1 ag 3.2%.
`COc1cc2c(cc1OC)CN(CC(=O)Nc1ccc(Cl)c(S(=O)(=O)N(C)C)c1)CC2` gave D1 antagonist -7, D2 potentiator 0, D1 agonist 4, D1 potentiator -5 and RXFP1 ag 0.3%.
Screening O=C(CCc1nnc2ccc(NCc3ccco3)nn12)Nc1cc(F)ccc1F returned D1 antagonist 3, Vif-A3G inh -1%, D2 potentiator -3, D1 agonist 1, Glioma ERSR ind -5%, LDHA inh 0, D1 potentiator -5, Vif-APOBEC3F blk -9% and RXFP1 ag 5.4%.

The final 3 compounds of the part above lead into the next:
Cc1ccc(C)c(N(CC(=O)NC(C)(C)C)C(=O)CCC(=O)Nc2nccs2)c1 was read as D1 antagonist -2, Vif-A3G inh 1%, D2 potentiator 4, D1 agonist 6, Glioma ERSR ind inconclusive, LDHA inh -6, D1 potentiator 3, Vif-APOBEC3F blk -2% and RXFP1 ag 3.2%.
`COc1cc2c(cc1OC)CN(CC(=O)Nc1ccc(Cl)c(S(=O)(=O)N(C)C)c1)CC2` gave D1 antagonist -7, D2 potentiator 0, D1 agonist 4, D1 potentiator -5 and RXFP1 ag 0.3%.
Screening O=C(CCc1nnc2ccc(NCc3ccco3)nn12)Nc1cc(F)ccc1F returned D1 antagonist 3, Vif-A3G inh -1%, D2 potentiator -3, D1 agonist 1, Glioma ERSR ind -5%, LDHA inh 0, D1 potentiator -5, Vif-APOBEC3F blk -9% and RXFP1 ag 5.4%.
Screening Cc1cccc(C)c1NC(=O)CNC(=O)c1ccc(COc2ccccc2)o1 returned D1 antagonist -1, Vif-A3G inh -1%, D2 potentiator 2, D1 agonist 1, Glioma ERSR ind 0%, LDHA inh -5, D1 potentiator 4, Vif-APOBEC3F blk 1% and RXFP1 ag -0.4%.
`CCNc1nc(Oc2ccc(F)cc2)cc(C(F)(F)F)n1` gave D1 antagonist -12, Vif-A3G inh 2%, D2 potentiator 1, D1 agonist 2, Glioma ERSR ind -2%, LDHA inh -10, D1 potentiator -4, Vif-APOBEC3F blk 5% and RXFP1 ag 0.3%.
For COc1ccc(CCN=C(N)NS(=O)(=O)c2ccc(C)cc2)cc1 the results were D1 antagonist -3, Vif-A3G inh -1%, D2 potentiator -7, D1 agonist 3, Glioma ERSR ind -2%, LDHA inh -4, D1 potentiator -8, Vif-APOBEC3F blk -31% and RXFP1 ag -0.7%.
CCC(C)c1ccc(NC(=O)C2CC2)cc1 (stereo not drawn) was read as D1 antagonist -6, Vif-A3G inh -11%, D2 potentiator -4, D1 agonist 3, Glioma ERSR ind 4%, LDHA inh -2, D1 potentiator -4, Vif-APOBEC3F blk 5% and RXFP1 ag 0.0%.
`O=C(CNCCC1=CCCCC1)Nc1ccc(N2CCCCCC2)cc1` gave D1 antagonist 8, Vif-A3G inh -25%, D2 potentiator -6, D1 agonist 7, Glioma ERSR ind -15%, LDHA inh -8, D1 potentiator 0, Vif-APOBEC3F blk 1% and RXFP1 ag -1.3%.
Screening O=C(Nc1ccncc1)C1CC(=O)N(c2ccc(F)cc2)C1 (stereo not drawn) returned D1 antagonist -3, Vif-A3G inh 1%, D2 potentiator -4, D1 agonist 1, Glioma ERSR ind -1%, LDHA inh -3, D1 potentiator -9, Vif-APOBEC3F blk -7% and RXFP1 ag 3.5%.
For CCCS(=O)(=O)c1c(S(=O)(=O)CCC)c2c(N)cccn2c1C(=O)c1ccc(Br)cc1 the results were D1 antagonist 10, Vif-A3G inh 1%, D2 potentiator -5, D1 agonist 8, Glioma ERSR ind -5%, LDHA inh 8, D1 potentiator -2, Vif-APOBEC3F blk 3% and RXFP1 ag 2.1%.
O=C(NCc1ccc2c(c1)OCO2)c1nnc(Cc2ccc(F)cc2)o1 was read as D1 antagonist -56*, Vif-A3G inh 2%, D2 potentiator -6, D1 agonist 3, Glioma ERSR ind -3%, LDHA inh -8, D1 potentiator -2, Vif-APOBEC3F blk -5% and RXFP1 ag 2.4%.
COc1ccc(C(=O)Nc2ncc3c(n2)CC(C)CC3=O)cc1 (stereo not drawn) was read as D1 antagonist -19, Vif-A3G inh -1%, D2 potentiator -11, D1 agonist 2, Glioma ERSR ind -1%, LDHA inh -9, D1 potentiator 1, Vif-APOBEC3F blk 3% and RXFP1 ag 0.1%.
`Cc1ccc(C(=O)NN(CCC#N)C2=NS(=O)(=O)c3ccccc32)cc1` gave D1 antagonist -13, Vif-A3G inh -2%, D2 potentiator -10, D1 agonist 1, Glioma ERSR ind -4%, LDHA inh -2, D1 potentiator 1, Vif-APOBEC3F blk -1% and RXFP1 ag 0.1%.
`Cc1cccc(N(CC(=O)NCc2ccco2)C(=O)CCC(=O)Nc2nccs2)c1` gave D1 antagonist -8, Vif-A3G inh -1%, D1 agonist 2, Glioma ERSR ind 0%, LDHA inh -2, D1 potentiator -6, Vif-APOBEC3F blk 1% and RXFP1 ag 0.2%.
Screening Cc1cc(C)c(S(N)(=O)=O)c(C)c1N(C)S(=O)(=O)c1ccccc1 returned D1 antagonist 6, Vif-A3G inh -1%, D2 potentiator -2, D1 agonist 0, Glioma ERSR ind -2%, LDHA inh -9, D1 potentiator -3, Vif-APOBEC3F blk 6% and RXFP1 ag -3.4%.
Screening CCC(=O)NC(=S)Nc1cccc(Cl)c1N1CCCCC1 returned D1 antagonist 10, Vif-A3G inh -7%, D2 potentiator -13, D1 agonist 2, Glioma ERSR ind 0%, LDHA inh -8, D1 potentiator 10, Vif-APOBEC3F blk -24% and RXFP1 ag 0.6%.
For COc1ccc(NS(=O)(=O)c2cccc(C(=O)NCc3ccccn3)c2)cc1 the results were D1 antagonist 6, Vif-A3G inh 1%, D2 potentiator -7, D1 agonist 10, Glioma ERSR ind -1%, LDHA inh -1, D1 potentiator -2, Vif-APOBEC3F blk 1% and RXFP1 ag 1.7%.
For C/C(Cn1nnc([N+](=O)[O-])n1)=N\NC(=O)c1ccccc1Cl the results were D1 antagonist -2, Vif-A3G inh 1%, D2 potentiator -4, D1 agonist 3, Glioma ERSR ind -1%, LDHA inh 32, D1 potentiator -4, Vif-APOBEC3F blk -1% and RXFP1 ag 0.3%.
Screening CCCCCn1c(=O)[nH]c2cc(C(=O)NCCCN3CCCCC3CC)ccc2c1=O (stereo not drawn) returned D1 antagonist -2, Vif-A3G inh -1%, D2 potentiator 0, D1 agonist 0, Glioma ERSR ind -4%, LDHA inh -3, D1 potentiator -3, Vif-APOBEC3F blk -4% and RXFP1 ag -1.1%.
CCOP(=O)(OCC)c1nc(-c2cccc3ccccc23)oc1NCCc1ccc(OC)cc1 was read as D1 antagonist 6, Vif-A3G inh -9%, D2 potentiator 10, D1 agonist 1, Glioma ERSR ind -2%, LDHA inh 0, D1 potentiator 7, Vif-APOBEC3F blk -10% and RXFP1 ag 9.7%.
`Cc1nc(N)sc1Cc1ccc2c(c1)OCO2` gave D1 antagonist 2, Vif-A3G inh 1%, D2 potentiator -8, D1 agonist 9, Glioma ERSR ind -1%, LDHA inh -4, D1 potentiator 0, Vif-APOBEC3F blk 2% and RXFP1 ag 0.0%.
`O=C(CN1C(=O)C2(OCCO2)c2ccccc21)c1ccc(Br)cc1` gave D1 antagonist 0, Vif-A3G inh 2%, D2 potentiator 8, D1 agonist 7, Glioma ERSR ind -4%, LDHA inh -1, D1 potentiator 2, Vif-APOBEC3F blk -1% and RXFP1 ag 2.7%.

Screening results deposited in PubChem BioAssay by National Center for Advancing Translational Sciences (NCATS).
